Assay outcomes as filed in PubChem.
AP ELISA ortho: alternative complement pathway inhibitors, primary screen, biochemical, ELISA, human serum, orthogonally pooled compounds. inhibition, % at 5 µM. hit rate 0.08% among 62,000. AID 1235, 2008. LPS-coated ELISA, C3 deposition; tested in compound mixtures;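 active = inhibition above 30% in each of the two pooled mixtures holding the compound, so the lower value exceeds 30%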;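 also: 0% = serum in Mg-EGTA without compound and 100% = EDTA serum blank; some compounds past the cut are filed as inactive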
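Assay system: human serum alternative complement pathway, C3 deposition on LPS-coated wells; Dosing: 5 µM per compound in ten-compound mixtures; Detection: Anti-C3 ELISA, OD 450 nm; Buffer or medium: Mg2+-EGTA GVB++ buffer containing human serum at 1:15 dilution; Timing: 1 h at 37 °C; Replication: two different pools per compound.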
CatS inh: inhibitors of human cathepsin S, biochemical, compound mixtures. recombinant cathepsin S, AMC dipeptide fluorescence, pooled mixtures. inhibition, %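 (tested at 5 µM per compound within 10-compound mixtures)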. hit rate 0.06% among 62,000. AID 501, 2006; in the data active = inhibition above about 32%, passing the limit was not always enough;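 also: 0% = enzyme without compound and 100% = blank without enzyme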
CatB mix inh: cathepsin B inhibitors from pooled compounds, primary screen, biochemical, compound mixtures, AMC fluorescence; P07858; Purified cathepsin B, AMC dipeptide fluorescence; inhibition, %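 (ten-compound pools at 5 µM per compound and 50 µM total)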; hit rate 0.06% among 62,000; in the data active = inhibition above about 22%, passing the limit was not always enough;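 also: 0% = enzyme without compound and 100% = no enzyme blank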
CatG inh: human cathepsin G inhibitors, primary screen, biochemical, pooled compound mixtures, AMC fluorescence | P08311 | inhibition, % at 5 µM (by protocol) | purified enzyme, AMC-tetrapeptide fluorescence | AID 581, 2007 | hit rate 0.2% among 62,000;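 active = inhibition above 20% in each of the two mixture wells holding the compound; inactive = inhibition of 20% or less in either well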;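 also: 0% = enzyme control without mixture and 100% = blank lacking enzyme; strong numbers were not always called active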
CatB block: human cathepsin B inhibitors, primary screen, biochemical, fluorogenic substrate; P07858; purified cathepsin B, fluorescence; inhibition, %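 (tested at 10 µM)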; hit rate 0.1% among 63,000; in the data active = inhibition above about 21%;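 also: 0% = enzyme with no compound and 100% = no enzyme blank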
FXIa inh mix: FXIa protease inhibitors in compound pools, primary screen, biochemical, 10-compound mixtures; purified FXIa, fluorogenic substrate, pooled mixtures; inhibition, % at 5 µM; hit rate 0.19% among 62,000; in the data active = inhibition above about 20%, passing the limit was not always enough;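 also: each value is inhibition by a whole ten-compound pool holding the compound; 0% = enzyme with no mixture and 100% = wells lacking enzyme; strong numbers were not always called active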
CatL inh: inhibitors of human cathepsin L, biochemical; Procathepsin L (Homo sapiens), P07711; purified cathepsin L, fluorogenic substrate, fluorescence; inhibition, %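 (tested at 10 µM)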; hit rate 0.17% among 58,000; AID 460, 2006; in the data active = inhibition above about 45%;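 also: 0% = enzyme with no compound and 100% = no enzyme blank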
E coli RNAP: E. coli RNAP inhibitors, biochemical; DNA-directed RNA polymerase subunit beta (Escherichia coli (strain K12)), P0A8V2; E. coli RNA polymerase, fluorescence transcription assay; inhibition, %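 (tested at 10 µM)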; hit rate 0.2% among 62,000; in the data active = inhibition above about 20%;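 also: 0% = enzyme without compound and 100% = no enzyme blank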
C1s block: complement C1s protease inhibitors, primary screen, biochemical, 10-compound mixtures | mean inhibition % of two 10-compound mixtures (active compounds read high), % at 5 µM (by protocol) | hit rate 0.16% among 62,000 | purified C1s, fluorogenic AMC substrate, pooled mixtures | Complement C1s subcomponent (Homo sapiens), P09871;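 active = inhibition above 20% in each of the two 10-compound mixture wells holding the compound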;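 also: 0% = enzyme wells lacking compound mixture and 100% = no-enzyme blank wells; some compounds called inactive have numbers as strong as hits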
Starred values were filed as active, the others as inactive; / = no result given. The list is partial, so the mix of outcomes need not match the whole.

SMILES	AP ELISA ortho	CatS inh	CatB mix inh	CatG inh	CatB block	FXIa inh mix	CatL inh	E coli RNAP	C1s block
Cc1noc(NS(=O)(=O)c2ccc(N/C=C/C(=O)c3ccc4c(c3)OCO4)cc2)c1C	23.3	-5.3	3.1	7.5	-0.1	10.1	-9.3	3.8	-1.9
CCCCC1CCC(c2nc(-c3ccccn3)no2)CC1 (centres undefined)	9.4	4.2	2.5	7.0	10.6	-0.6	30.3	13.9	-3.4
Cc1cc(Nc2cc(C)on2)n2ncnc2n1	25.5	-3.1	1.5	6.5	0.8	1.0	-3.8	1.7	0.8
C=CCn1c(NCCOC)nc2c1c(=O)n(C)c(=O)n2C	5.0	-11.8	-2.2	2.2	-0.9	8.3	15.7	1.7	-2.3
CCc1cc(C(=O)OC)c(N2C(=O)C3C4C=CC(C4)C3C2=O)s1 (centres undefined)	-16.3	15.0	3.1	-5.0	13.3	6.9	10.6	8.1	-10.9
O=C(NCCOc1nc(N2CCCCC2)nc(N2CCOCC2)n1)Nc1ccccc1	3.7	14.9	4.9	4.7	2.8	9.3	-6.6	6.5	-2.4
O=C(CN1CCN(CC(=O)Nc2ccccc2Cl)CC1)Nc1ccc2c(c1)OCCO2	1.1	6.7	-4.4	-2.3	-1.8	3.7	11.8	-0.1	-7.0
CCCCn1c(=N)n(CC(O)COc2ccc(C)cc2)c2ccccc21 (centres undefined)	-9.2	-5.0	-3.4	-11.8	-0.3	-3.6	2.9	-0.7	-30.3
COc1ccc(OC)c(NC(=O)c2cc(-c3ccc(C)cc3O)n[nH]2)c1	11.0	-4.1	4.7	-0.6	-1.4	5.7	1.2	6.6	-0.4
CCCCOC(=O)Nc1cc(C(=O)OC)ccc1C(=O)OC	13.0	4.4	1.4	15.2	3.5	13.8	9.5	1.6	11.5
COc1ccc(S(=O)(=O)N2CCC(NC(=O)Nc3ccc(C)cc3)CC2)cc1	-11.0	11.7	3.8	1.2	-5.2	4.2	-0.6	4.8	4.2
Cc1cc(=O)oc(C)c1C(=O)NCc1ccc(F)cc1	7.8	-3.4	0.9	0.3	-2.4	1.0	0.1	1.0	-17.8
COc1ccc(CN(C(=O)CN2C(=O)COc3ccccc32)C2CCCC2)c(OC)c1	8.1	-9.5	-2.2	-0.1	6.3	-7.3	12.4	7.0	-23.4
COc1ccc(OC)c(C2/C(=C(/O)c3ccccc3)C(=O)C(=O)N2Cc2ccco2)c1 (centres undefined)	18.8	6.1	9.6	9.5	3.7	8.7	2.3	-5.0	16.5
O=C(CSc1nc2ccccc2[nH]1)Nc1ccccc1N1CCOCC1	10.0	-10.6	-9.4	3.8	2.3	-19.0	-7.4	9.6	-64.2
CCn1c(-c2cc(OC)ccc2OC)csc1=Nc1c(C)n(C)n(-c2ccccc2)c1=O	20.2	4.9	4.4	9.9	4.0	7.9	-2.4	6.4	11.4
COC(=O)c1[nH]c2ccc(C)cc2c1NC(=O)C1=COCCO1	6.8	-6.9	2.8	-2.0	-4.2	7.6	-4.3	2.6	-4.5
O=C(c1ccco1)N1CCN=C1SCc1cccc(Cl)c1	19.8	-6.1	2.2	-1.6	-1.9	7.2	/	-1.8	2.4
O=C(CSc1ncnc2c1nnn2-c1ccc(F)cc1)N1CCN(c2ccccc2)CC1	-1.5	6.3	2.9	11.0	2.5	1.2	13.0	5.4	18.8
Cc1ccc(NC(=O)CCn2cccc2)cc1Cl	11.2	-4.5	1.0	1.4	2.4	8.2	-2.8	19.9	11.1
ON=Cc1cccn1-c1ccccc1	-4.4	3.1	-5.8	1.6	0.0	-5.1	1.4	2.1	4.6
CN(C)c1ccc(N=Cc2ccco2)cc1	10.7	-17.1	-5.8	-9.9	1.3	-20.6	-4.7	9.7	-158.1
CCc1ccc(C2=Nn3c(nnc3-c3cccs3)SC2)cc1	22.8	-1.4	4.2	1.7	-0.5	12.2	0.8	8.0	-29.2
Cc1ccc(-c2nc(C)sc2CC(=O)NCc2ccco2)cc1	4.6	-2.6	4.1	8.7	5.0	1.4	-6.5	3.0	13.2
CCCCOc1ccc(-c2ncc(C(=O)O)c(C)n2)cc1	14.6	-2.8	2.2	11.2	2.2	6.1	-2.1	2.1	16.9
CSc1[nH]c(=O)c(C(=O)O)cc1C#N	0.8	9.8	1.6	2.8	4.0	2.2	30.3	8.0	-10.7
Cc1cc2c(c(=O)o1)C(Cc1ccccc1)C(C#N)=C(N)O2 (centres undefined)	1.1	-1.6	-7.5	8.2	-0.4	6.4	22.7	7.9	-32.3
COc1ccc(C(=O)NCC(c2ccc(F)cc2)N2CCOCC2)cc1S(=O)(=O)N1CCCC1 (centres undefined)	16.2	-0.2	1.9	-1.4	-7.0	2.5	3.4	0.2	-30.5
COc1cc(-c2n[nH]c(=O)o2)cc(OC)c1OC	2.5	-4.3	9.2	7.2	4.5	13.6	11.1	/	8.5
CCN(CC)S(=O)(=O)c1cccc(-c2nnc(SCC(=O)c3ccc(Cl)s3)n2C)c1	-4.0	2.4	1.1	0.2	-3.6	2.3	2.9	8.5	8.4
CCc1ccc(OCC(=O)Nc2ncc3c(n2)CC(C)(C)CC3=O)cc1	8.1	-8.5	1.4	9.7	0.0	4.3	8.6	7.7	9.5
CC(C(=O)Nc1nccs1)N1C(=O)C2CC=CCC2C1=O (centres undefined)	-7.4	11.6	-6.8	0.2	0.1	-8.5	8.6	2.5	-12.2
CC(=O)N(CCN(C(C)=O)c1ccccc1)c1ccccc1	8.1	-12.6	8.0	6.0	6.6	-0.3	-3.6	6.9	-8.0
CCCc1[nH]nc2c1C(c1ccccc1OCC)C(C#N)=C(N)O2 (centres undefined)	9.9	22.6	9.4	4.1	2.4	9.5	10.0	16.8	4.7
COc1ccc(N2CCN(C(=O)CCCn3c(=S)[nH]c4cc5c(cc4c3=O)OCO5)CC2)cc1	13.9	-5.8	4.4	-0.4	-7.2	5.1	2.8	2.5	0.0
CCN1CCCC1CN(Cc1cc2cc(C)cc(C)c2[nH]c1=O)C(=O)Nc1ccccc1OC (centres undefined)	-13.4	6.5	2.7	-9.5	2.1	4.9	2.5	-2.8	-17.2
COC(=O)CN(c1ccc2c(c1)OCCO2)S(=O)(=O)c1ccccc1	9.3	10.0	1.4	-2.7	4.3	21.7	/	-0.3	0.7
COCCNC(=O)CN(c1cc(Cl)ccc1OC)S(C)(=O)=O	7.7	-1.1	-0.1	6.0	2.3	-1.5	11.6	-5.4	-2.7
O=C(Nc1ccon1)c1ccccc1Cl	5.2	11.6	-1.3	4.2	-0.1	11.7	-1.8	/	3.8
Cc1c(NC(=O)Nc2ccc3c(c2)OCO3)c(=O)n(-c2ccccc2)n1C	-3.1	6.2	2.1	-5.4	7.5	4.5	10.2	4.9	-10.9

Structures shown so far that have two or more sulfur atoms, in the order listed:
SMILES	AP ELISA ortho	CatS inh	CatB mix inh	CatG inh	CatB block	FXIa inh mix	CatL inh	E coli RNAP	C1s block
CCc1ccc(C2=Nn3c(nnc3-c3cccs3)SC2)cc1	22.8	-1.4	4.2	1.7	-0.5	12.2	0.8	8.0	-29.2
CCN(CC)S(=O)(=O)c1cccc(-c2nnc(SCC(=O)c3ccc(Cl)s3)n2C)c1	-4.0	2.4	1.1	0.2	-3.6	2.3	2.9	8.5	8.4

Other entries follow:
SMILES	AP ELISA ortho	CatS inh	CatB mix inh	CatG inh	CatB block	FXIa inh mix	CatL inh	E coli RNAP	C1s block
NC(=O)c1ccsc1NC(=O)COC(=O)c1ccccc1NCc1ccco1	2.8	-1.9	0.8	-4.6	-2.5	-11.4	-20.3	4.5	-43.4
CCCc1cc(=O)oc2cc3occ(C)c3cc12	-3.6	0.0	-5.2	-2.0	-4.6	0.4	/	-4.3	-3.4
c1ccc(-c2n[nH]c3ccccc23)cc1	-1.2	9.3	0.9	15.0	1.6	4.7	12.7	10.7	12.3
O=C(c1ccccc1)c1cccc(NC(=O)c2ccco2)c1	9.2	0.9	4.2	0.2	-3.4	2.9	4.5	4.0	-29.5
O=C(Cn1c(C(=O)N2CCc3ccccc3C2)cc2sccc21)c1ccccc1	10.5	-3.5	4.4	-0.4	-4.5	8.1	-2.5	-0.4	1.8
CSc1cc(C)nc(NC(C)=O)n1	12.5	-3.9	1.7	5.3	6.1	3.5	6.3	3.0	-1.1
N#Cc1nc(-c2ccco2)oc1N1CCCC1	0.0	-8.0	-1.4	5.6	2.0	2.9	-90.6	-7.3	-9.5
CCN1CCN(c2cc3c(cc2F)c(=O)c(C(=O)O)cn3C2CC2)CC1	19.1	-9.9	2.2	-3.2	4.5	2.3	-122.0	6.9	-4.7
Oc1cc2ccccc2cc1-c1n[nH]c(=S)o1	15.6	8.3	2.1	8.5	-0.1	0.3	13.7	7.8	-8.6
CCN(CC)CC(=O)Nc1ccc(C)cc1Br	11.5	3.4	-0.7	8.2	-2.5	0.0	/	7.3	1.2
CCc1nnc(NS(=O)(=O)c2ccc(NC(=O)OC)cc2)s1	4.1	-9.5	0.4	6.9	3.3	3.1	-12.5	6.8	-17.6
O=C(CSc1ccc2nnc(-c3ccc(Cl)cc3)n2n1)N1CCCC1	1.7	7.1	1.7	0.8	3.0	5.0	/	1.2	-7.6
CSc1nnc(-c2cnccn2)n1Cc1ccccc1	-8.4	7.9	2.4	-3.5	-3.1	6.5	-1.0	-6.6	33.9
Cc1cc(NC(=O)CCC(=O)N(c2ccccc2)C(C(=O)NC2CCCC2)c2cccs2)no1 (centres undefined)	10.2	12.2	-2.7	0.8	0.5	4.9	-0.9	3.4	-0.3
CCOC(=O)c1c(C)n(CCO)c2ccc(O)cc12	-9.5	5.5	3.8	-11.8	/	-3.6	/	2.3	-55.3
O=C(N1CCOCC1)N1CCN(S(=O)(=O)c2ccccc2)C1	1.7	-5.8	-1.7	5.7	0.3	-0.3	1.5	-0.5	1.1
c1cc2nncn2nc1N1CCCC1	12.3	-1.1	5.7	-0.7	1.8	-1.2	-3.4	7.5	-14.8
Cn1c(Cc2ccccc2)nnc1SCC(=O)N1CCOCC1	14.6	-7.5	-3.8	-3.7	-3.4	10.6	-0.8	-15.0	0.7
Cn1c(=O)c2c(nc(Br)n2CCSc2ncccn2)n(C)c1=O	-0.2	-21.5	-13.3	0.2	0.1	6.1	22.2	9.3	-190.6
COc1ccccc1NC(=O)Cn1nc(C(F)(F)F)c2c1CCCC2	22.6	9.2	2.6	9.0	-0.6	7.4	-0.4	11.2	13.8
C=C(C)COc1ccc(-c2[nH]ncc2Oc2ccccc2OC)c(O)c1	-22.6	23.9	1.6	-9.6	7.3	4.3	23.3	6.2	-18.6
Fc1ccc(-c2nnc3sc(C4COc5ccccc5O4)nn23)cc1 (centres undefined)	14.1	40.0	46.3	8.9	2.6	6.7	2.8	3.0	12.0
Cc1ccc(-n2c3c(cc(C(=O)NCCCN4CCOCC4)c2=O)C(=O)CC(C)(C)C3)cc1	2.6	0.1	3.4	-8.0	2.3	-2.5	-12.7	1.8	2.7
CCOc1cc(NC(=O)C2CC2)c(OCC)cc1NC(=O)c1ccccn1	22.1	-6.4	3.5	0.4	-7.4	9.5	-13.2	0.6	4.1

Results in CatG inh, CatB mix inh and C1s block, for 2 of the compounds above:
SMILES | CatG inh | CatB mix inh | C1s block
CCCc1[nH]nc2c1C(c1ccccc1OCC)C(C#N)=C(N)O2 (centres undefined) | 4.1 | 9.4 | 4.7
Cc1c(NC(=O)Nc2ccc3c(c2)OCO3)c(=O)n(-c2ccccc2)n1C | -5.4 | 2.1 | -10.9
